NR5A2 inv ag: LRH-1 (NR5A2) inverse agonists, primary screen, cell-based, luminescence, HEK293T, StAR-luciferase reporter | Nuclear receptor subfamily 5 group A member 2 (Homo sapiens), O00482 | LRH-1 transfected, 24 h | inhibition, % at 3.6 µM | hit rate 0.13% among 360,000;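 active = inhibition above the mean inhibition of all tested compounds plus 3 SD, cut at about 73% in these data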;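 also: 0% = DMSO wells and 100% = reporter-only cells lacking LRH-1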
C8 TRAIL sens: viability loss with TRAIL in NB7+C8 cells, primary screen, TRAIL sensitizer project, cell-based, ATPlite luminescence; inhibition (viability loss, TRAIL sensitization), % at 10 µM; hit rate 1% among 360,000; AID 624354, 2012;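 active = compounds causing at least 50% loss of cell viability in the single-dose screen, relative to plate controls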
SRC3 inh: SRC3 coactivator transcriptional activity inhibitors, primary screen, cell-based, luminescence | Nuclear receptor coactivator 3 (Homo sapiens), Q9Y6Q9 | hit rate 0.17% among 360,000 | inhibition, % at 3.6 µM | HEK293 GAL4-SRC3 luciferase reporter | AID 588352, 2011;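 active = inhibition above a per-campaign cutoff, the mean of all compounds plus 3 SD, cut at about 60% in these data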;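 also: 0% = DMSO-treated cells and 100% = gossypol-treated cells at 36 µM; higher means less SRC3-driven luciferase light from the GAL4 reporter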
COUP-TFII inh: NR2F2 transcriptional activity inhibitors, primary screen, cell-based, luciferase reporter, HEK293T, luminescence. COUP transcription factor 2 (Homo sapiens), P24468. inhibition, % at 8.6 µM. hit rate 0.7% among 370,000. HEK293T NGFI-A luciferase reporter. AID 686940, 2013;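 active = inhibition above a per-plate cutoff, mean inhibition of test wells between control levels plus 3 SD, cut at about 38% in these data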;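 also: cells cotransfected with COUP-TFII expression vector driving the NGFI-A reporter; 0% = median of COUP-TF2 test wells and 100% = reporter-only cells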
Target sequence (P24468 whole entry, looked up): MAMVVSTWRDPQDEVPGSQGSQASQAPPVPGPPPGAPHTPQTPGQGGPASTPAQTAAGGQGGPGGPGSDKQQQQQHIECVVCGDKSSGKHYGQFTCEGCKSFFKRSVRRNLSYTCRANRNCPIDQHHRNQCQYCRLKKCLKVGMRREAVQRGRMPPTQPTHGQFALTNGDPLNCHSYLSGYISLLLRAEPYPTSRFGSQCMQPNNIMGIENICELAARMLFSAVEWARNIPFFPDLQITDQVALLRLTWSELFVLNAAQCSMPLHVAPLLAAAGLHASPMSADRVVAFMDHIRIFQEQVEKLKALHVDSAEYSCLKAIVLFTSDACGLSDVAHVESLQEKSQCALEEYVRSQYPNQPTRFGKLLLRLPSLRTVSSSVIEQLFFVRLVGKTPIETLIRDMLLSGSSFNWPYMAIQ
TLR9-MyD88 inh: inhibitors of TLR9-MyD88 association in cells, primary screen, cell-based, CHO, BLA complementation, fluorescence | CCF4 FRET ratio | hit rate 0.21% among 340,000 | Toll-like receptor 9 (Homo sapiens) + Myeloid differentiation primary response protein … | AID 504734, 2011 | inhibition, % at 4.98 µM;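 active = inhibition above the mean over all tested compounds plus 3 SD, cut at about 21% in these data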;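 also: 0% = DMSO only wells and 100% = clavulanate BLA inhibitor control wells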
NOD2-RIPK2 inh: NOD2-RIPK2 binding disruptors in cells, primary screen, fluorescence, CHO cells, BLA complementation. CCF4 ratio. Receptor-interacting serine/threonine-protein kinase 2 (Homo sapiens), O43353. hit rate 0.38% among 360,000. AID 624267, 2012. inhibition, % at 4.98 µM; in the data active = inhibition above about 21%;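 also: 0% = vehicle only and 100% = reference blocker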
Target sequence (O43353 whole entry, looked up): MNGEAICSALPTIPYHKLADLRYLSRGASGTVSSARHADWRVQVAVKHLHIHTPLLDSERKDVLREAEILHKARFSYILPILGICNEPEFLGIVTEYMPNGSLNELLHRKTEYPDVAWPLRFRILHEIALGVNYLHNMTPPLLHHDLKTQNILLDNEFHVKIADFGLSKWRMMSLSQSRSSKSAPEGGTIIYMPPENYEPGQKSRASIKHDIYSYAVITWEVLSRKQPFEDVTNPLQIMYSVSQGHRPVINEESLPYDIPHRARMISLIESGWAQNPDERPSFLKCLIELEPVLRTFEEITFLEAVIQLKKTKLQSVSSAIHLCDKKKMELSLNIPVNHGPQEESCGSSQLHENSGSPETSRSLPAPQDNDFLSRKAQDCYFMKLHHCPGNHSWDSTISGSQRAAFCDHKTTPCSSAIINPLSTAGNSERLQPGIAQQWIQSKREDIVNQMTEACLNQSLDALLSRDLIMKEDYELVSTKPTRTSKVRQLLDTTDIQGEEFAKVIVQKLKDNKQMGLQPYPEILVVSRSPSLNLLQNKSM
NCOA2 inhibitor: inhibition of GAL4-SRC2 driven luciferase reporter, primary screen, SRC2 inhibitor project, cell-based, luminescence | Nuclear receptor coactivator 2 (Homo sapiens), Q15596 | HEK293 GAL4-SRC2 luciferase reporter | inhibition, % at 9 µM | hit rate 0.17% among 370,000 | AID 651957, 2012;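 active = inhibition above the mean inhibition of all tested compounds plus 3 SD, set per campaign, cut at about 52% in these data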;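 also: 0% = DMSO treated cells and 100% = cells given Gossypol at 36 µM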
EBV LMP1 NFkB: EBV LMP1-driven NF-kappaB luciferase reporter inhibitors, primary screen, cell-based, luminescence, single point. LMP1-induced NF-kappaB luciferase reporter cells. inhibition, % at 12.5 µM. hit rate 0.69% among 350,000. AID 504558, 2011; in the data active = inhibition above about 41%;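 also: 0% = neutral control wells and 100% = reference inhibitor control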
NCOA1 inh: SRC1 coactivator transcriptional activity inhibitors, primary screen, cell-based, luminescence. HEK293 GAL4-SRC1 luciferase reporter. inhibition, % at 3.6 µM. hit rate 0.12% among 360,000. AID 588354, 2011;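 active = inhibition above the campaign mean plus 3 SD, with each screening campaign given its own cutoff, cut at about 60% in these data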;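 also: 0% = DMSO treated cells and 100% = gossypol at 36 µM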
TWEAK-Fn14 inh: inhibitors of TWEAK-Fn14 signaling, primary screen, luciferase reporter cells, uHTS; inhibition, % at 10 µM; hit rate 2% among 360,000; TWEAK-stimulated Fn14 reporter cells, luciferase luminescence, 8 h; in the data active = inhibition above about 50%
TROY NFkB inh: inhibitors of TROY-driven NF-kB signaling, primary screen, Q293 LMP1-TROYcd cells, NF-kB luciferase, uHTS; AID 1347056, 2019; hit rate 0.98% among 360,000; inhibition, % at 10 µM; Q293 LMP1-TROYcd NF-kB luciferase reporter, 4 h;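 active = compounds whose plate-normalised and pattern-corrected inhibition of the luciferase reporter signal at the single screening dose is 50% or more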
* = called active by the depositor; . = no result given. These rows are one share of the data; the hit share may differ from the screen's.

mol	NCOA1 inh	TLR9-MyD88 inh	NR5A2 inv ag	NCOA2 inhibitor	NOD2-RIPK2 inh	C8 TRAIL sens	EBV LMP1 NFkB	TWEAK-Fn14 inh	COUP-TFII inh	TROY NFkB inh	SRC3 inh
Cc1nn(C(=O)CCC(=O)NCc2cccc(F)c2)c2ccccc12	-5	-10	6	21	-8	10	4	22	21	-12	11
O=C(CSc1nnc(-c2cccs2)n1-c1ccccc1)NCc1ccco1	-1	5	3	-5	-11	9	1	5	11	-13	-17
COC(=O)c1ccc(OC(=O)C2CC(=O)N(c3ccc(C)cc3C)C2)cc1 (stereo unspecified)	-2	-10	-20	-1	-3	-8	3	7	11	-10	-10
CCCCN1C(=O)C(CC(=O)NCCc2ccccn2)CC(C(=O)N(C(C)C)C(C)C)=C1C (stereo unspecified)	-2	-10	16	4	-32	-16	-3	-1	-15	-30	26
O=C(Nc1ccc2ncccc2c1)c1ccccc1Br	-100	-12	-199	.	4	-9	-15	-4	.	-56	-128
Cc1oc(-c2ccccc2)cc1C(=O)NCc1ccncc1	18	-9	24	-4	-10	6	-15	-13	-20	-7	12
Cc1nn(C)c(C)c1NS(=O)(=O)c1c(C)n[nH]c1C	10	-4	7	1	-6	-14	-4	8	16	-8	-19
Cc1ccc(S(=O)(=O)Nc2ccc(-c3ccc4nncn4n3)cc2)cc1	-4	-4	-1	-10	0	12	0	-24	8	6	-37
Cc1cc(C)c2cc(CN(CCN3CCCC3)C(=O)Nc3ccc(F)cc3)c(=O)[nH]c2c1	-12	2	2	-2	-6	-2	1	-14	-2	-3	-19
C#CCN1CCc2onc(-c3ccccc3OC)c2C1=O	11	.	15	-47	-16	-1	.	3	-8	-13	-4
COc1ccc(Cl)c(-c2cc(C(=O)NCc3ccco3)[nH]n2)c1	-3	.	-27	-32	-4	-13	.	3	-5	-28	-45
O=C(Cn1cnc2c(nnn2-c2ccccc2)c1=O)NCc1ccco1	1	-1	-21	11	11	6	87*	24	-5	-2	2
COc1ccc(CN(CC(=O)NC2CCCC2)C(=O)c2ccc(-c3ccccc3)[nH]2)cc1	11	7	-4	14	-8	2	-2	15	0	-1	-7
COc1ccc(OC)c(S(=O)(=O)Nc2ccc(C(N)=O)cc2)c1	1	0	-10	10	-1	-7	-2	13	4	-23	9
CC(=O)c1ccc(NC(=O)c2cc(CC(C)C)nc3ccccc23)cc1	-16	-3	-11	-62	-6	4	16	-23	7	-15	-11
CCC(=O)c1ccc(OCC(=O)OCC(=O)N2CCCc3ccccc32)cc1	12	2	-17	-19	2	88*	-4	-2	-30	1	8
Oc1ccc(C=NNc2nc3ccccc3s2)c(O)c1	-92	2	-110	-56	4	25	-11	60*	-83	3	-76
Cc1ccc(NC(=O)CNC(=O)CN2C(=O)c3ccccc3C2=O)cc1	0	.	24	-21	-2	-3	.	-13	15	0	-10
O=c1[nH][nH]c(C(F)(F)F)c1C=NCc1ccccc1Cl	20	0	17	-15	-11	-14	-3	-18	18	-4	15
CN(C)c1ccc(N/C=C/C(=O)c2ccco2)cc1	-82	0	-67	-97	-8	62*	-6	86*	-33	-14	-58
Cc1[nH]c2c(C)cccc2c(=O)c1Br	-1	-2	-4	-20	-13	38	5	-7	5	5	3
O=c1c(-c2cccnc2)nc2ccccc2n1C(c1ccccn1)c1nc2ccccc2[nH]1 (stereo unspecified)	.	.	-9	-30	-1	-6	.	.	-10	.	.
O=C(O)CCCC(=O)OCc1c(-c2ccccc2)ncc2ccccc12	5	6	8	10	-5	-4	-3	-3	-10	-16	-13
COc1ccc(CCN=C(N)NS(=O)(=O)c2cccs2)cc1OC	-6	10	-16	-1	-12	-1	17	-3	0	3	8
COc1cc(NC(=O)COn2nnc3ccc(S(C)(=O)=O)cc32)cc(OC)c1	11	1	4	2	-7	-7	6	-3	7	8	-3
COc1ccccc1OCC(=O)Nc1ccc(-c2nnc(-c3ccco3)o2)cc1	-38	-4	3	0	12	8	-1	-20	10	-26	-32
O=C(NCC(=O)N1CCOCC1)c1ccc(Cl)c(Cl)c1	-17	2	1	-24	1	-24	-10	-3	-11	-2	-22
CCc1ccc(S(=O)(=O)N2CCN(c3ccccc3OC)CC2)cc1	1	-4	0	6	-15	-3	-8	10	1	6	8
CC1CCc2c(sc3nc(C(C)(C)C)nc(N4CCN(C(=O)CCl)CC4)c23)C1 (stereo unspecified)	-8	-11	17	18	13	94*	-16	2	23	1	7
Cc1ccc(N/C(SCc2ccccc2C)=C(/C#N)C(=O)NCc2ccco2)cc1C	5	-13	7	2	-8	-1	2	14	10	-11	12
COc1ccc(CNCCC(c2ccccc2)c2ccc(OC(C)C)cc2)cc1OC (stereo unspecified)	-28	0	12	8	12	-2	-21	7	7	3	4
COc1ccc(NC(C)=O)cc1NC(C)C(=O)Nc1cccc2ccccc12 (stereo unspecified)	-19	6	-5	-8	-24	-1	5	37	9	57*	-36
O=C(COc1cccc(F)c1)N1c2ccccc2Sc2ccccc21	7	-4	8	.	-15	3	-8	2	.	-12	3
CCOC(=O)C1=C(COC(=O)/C=C/c2cccc(OC)c2)NC(=O)NC1C (stereo unspecified)	-13	-11	10	-14	2	-11	9	-7	1	2	-8
COC(=O)C1=C(C)N(Cc2ccco2)C(=O)/C1=C\c1ccc([N+](=O)[O-])cc1	2	5	14	7	8	37	-3	-10	14	13	23
CCOc1cc2[nH]c(=S)n(CCN3CCCCC3CC)c(=O)c2cc1OCC (stereo unspecified)	3	-13	-2	-20	-2	-8	-3	-2	5	-4	2
CC1=C(C(=O)Nc2cccc(C)c2C)C(c2cccs2)NC(=S)N1 (stereo unspecified)	-16	10	1	-12	-7	-3	-4	10	19	3	11
CCCCn1nnnc1C(c1cc2ccccc2o1)N1CCOCC1 (stereo unspecified)	.	.	-16	-40	-13	-4	.	0	-5	-2	.
COC(=O)c1cccc(C(=O)N2CCCC(Nc3ccc4c(c3)OCCO4)C2)c1 (stereo unspecified)	-5	0	6	1	-2	-4	3	13	-2	-1	-8
OC(CSc1ccccc1Cl)CN1CCN(c2ccc(F)cc2)CC1 (stereo unspecified)	0	0	-3	-9	5	15	5	-13	18	3	3
Cc1nc(S(=O)(=O)c2cccc(Cl)c2)nc2c1CCC2	11	-10	5	-19	-10	-15	0	-11	9	7	-17
Cc1ccc(-n2ncc3c2ncn2nc(-c4ccco4)nc32)c(C)c1	-43	-3	-87	-26	-13	21	-4	-8	-28	-20	-57
CN1c2ccccc2Oc2c(c(=O)n(C)c(=O)n2C)C1c1cccc([N+](=O)[O-])c1 (stereo unspecified)	-15	7	-6	1	2	-9	-5	7	-4	4	-9
C=CCn1c(CNc2ccccc2)nnc1SCC(=O)N/N=C/c1ccccc1O	-8	7	7	-22	-3	31	16	-21	24	-6	19
O=C(CN(Cc1ccc(F)cc1)C(=O)CCC(=O)Nc1nccs1)NCc1ccccc1	15	-6	2	-6	-4	-17	-1	-8	-6	-9	2
O=C(CCNC(=O)N1CCn2c1nc1ccccc12)NCc1ccc(Cl)cc1	0	4	-25	28	-11	-4	14	-11	14	14	5
Cc1ccc(-n2c(CNc3ccc(F)cc3)nnc2SCC(=O)O)cc1	8	.	5	7	-12	7	-3	-6	-5	5	3
CCN1CCN(CCCNC(=O)c2cn(CCOC)c(=O)c3c2c2ccccc2n3C)CC1	-42	-1	-4	.	6	3	-11	-7	.	3	9
Cc1ccc(C(=O)NNC(=O)CCCN2C(=O)/C(=C/c3ccccc3Cl)SC2=S)cc1	21	-1	11	63*	-10	23	35	48	47*	34	34
COc1ccc(NC(=O)C2CCN(c3nc(C)cc(C)n3)CC2)cc1	12	-3	-4	19	5	-3	-10	0	11	8	-2

Other entries.
mol	NCOA1 inh	TLR9-MyD88 inh	NR5A2 inv ag	NCOA2 inhibitor	NOD2-RIPK2 inh	C8 TRAIL sens	EBV LMP1 NFkB	TWEAK-Fn14 inh	COUP-TFII inh	TROY NFkB inh	SRC3 inh
CN(Cc1ccccc1)C(=O)[C@@H]1CCCN1C(=O)[C@@H]1CCCN1C(=O)c1ccc(Cl)cc1	.	.	3	-17	3	-10	.	-1	-12	7	.
NC(=O)Cc1ccc2c(c1)[nH]c1ccccc12	-6	-10	5	-7	3	-18	5	-12	2	-3	-24
Cc1cccc(/C=C/c2nc3ccccc3c(=O)n2Cc2ccccc2)c1	-40	-8	12	16	-11	14	1	9	20	17	15
CCOC(=O)N1CCN(C(=O)c2cc(COc3cccc(C(C)=O)c3)on2)CC1	-17	-2	-1	-28	-6	6	-13	-24	-22	-50	-8
CC(=O)Nc1cncc(-c2ccccc2N(C)C)n1	3	.	13	-33	-8	-9	.	-15	17	-25	-6
Cc1ccn2cc(-c3ccc4c(c3)NC(=O)CO4)nc2c1	-70	3	-112	-93	-10	29	-24	-32	-42	-64	-79
Clc1ccc(-c2cnc3cccnn23)cc1	-14	.	-2	1	5	15	.	7	-11	-50	-6
O=C(Nc1ccc(S(=O)(=O)Nc2ncccn2)cc1)c1ccccc1Cl	-34	-12	-15	-46	5	-4	1	-4	18	8	-12
C[C@H]1COC(=O)[C@@H](Cc2ccc(F)cc2)CC/C=C/C[C@@H](CC(=O)N(CCO)Cc2ccccc2)C(=O)N1	-10	4	16	-5	-2	-1	3	23	2	-1	-2
N#C/C(=C/C1=C(N2CCOCC2)C(=C/c2cccc([N+](=O)[O-])c2)/CC1)C(=O)Nc1ccccc1F	-13	-1	10	3	-6	13	9	28	0	9	-10
Cc1ccc(S(=O)(=O)N2[C@@H](c3ccc(Cl)cc3)C(C(=O)O)=CC[C@H]2c2ccc(Cl)c(Cl)c2)cc1	-10	3	-18	7	2	-14	-2	26	0	63*	10
O=C1NCCN(Cc2cccc(Oc3ccccc3)c2)C1CC(=O)N1CCCO1 (stereo unspecified)	-10	-5	-14	5	1	-7	-5	5	-14	1	14
CC(C)C(=O)Nc1ccc(C(=O)NNC(=O)NC2CCCCC2)cc1	-3	-1	20	-10	1	5	1	2	-11	4	-18
CN(C(=O)CCOc1ccccc1)c1c(N)n(Cc2ccccc2)c(=O)[nH]c1=O	-1	-7	15	-2	5	-7	2	17	-10	6	-7
CCN(CC)CC(O)CNc1ccnc2c(Cl)ccc(Cl)c12 (stereo unspecified)	-1	4	-25	-35	-2	5	-5	-57	1	-7	-6

Screens deposited in PubChem BioAssay by several laboratories.
